# Source: PubChem BioAssay
# GBA enhancer: GBA activity enhancers in patient fibroblasts, primary screen, cell-based; Lysosomal acid glucosylceramidase (Homo sapiens), P04062; actives 0.44% (n = 30,000); activation, % at 10 µM; L444P Gaucher fibroblasts, 4-MU-glucoside fluorescence, 3 days; AID 784, 2007; in the data active = activation above about 65%;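 also: 0% = vehicle wells and 100% = positive control wells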
# Target sequence (P04062 whole entry L483P): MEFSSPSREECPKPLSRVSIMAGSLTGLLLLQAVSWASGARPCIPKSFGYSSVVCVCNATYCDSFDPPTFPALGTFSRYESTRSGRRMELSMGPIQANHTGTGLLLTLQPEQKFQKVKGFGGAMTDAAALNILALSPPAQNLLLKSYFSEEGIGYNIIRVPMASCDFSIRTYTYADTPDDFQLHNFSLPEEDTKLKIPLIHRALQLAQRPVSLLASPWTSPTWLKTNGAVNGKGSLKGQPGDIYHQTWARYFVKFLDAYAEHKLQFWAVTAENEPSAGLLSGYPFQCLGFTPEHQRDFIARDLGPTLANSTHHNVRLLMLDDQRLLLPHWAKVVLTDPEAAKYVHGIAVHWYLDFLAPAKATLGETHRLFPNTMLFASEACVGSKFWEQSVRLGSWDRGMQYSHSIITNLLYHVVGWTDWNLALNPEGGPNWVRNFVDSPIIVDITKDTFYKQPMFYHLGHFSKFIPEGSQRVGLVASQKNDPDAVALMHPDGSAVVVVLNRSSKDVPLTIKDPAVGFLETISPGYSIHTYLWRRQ
# An asterisk follows results filed as active.
SMILES,GBA enhancer
CCOC(=O)CN(C(=O)CSc1nnc(C)n1-c1ccccc1)c1ccccc1,-19
CCCCOc1cccc(C(=O)N(Cc2cccs2)C2CCS(=O)(=O)C2)c1 (stereo unspecified),-8
CCn1c(CNc2ccc(F)cc2)nnc1SCC(=O)OC1CCCCC1,-16
COc1ccc(C(c2nnnn2Cc2ccccc2)N2CCN(C(=O)c3ccco3)CC2)cc1 (stereo unspecified),-29
CCOC(=O)N1CCC(NC(=O)Cn2ncc3c4ccccc4n(C)c3c2=O)CC1,-15
CCC1CCCCN1C(=O)Cn1c(=O)oc2ccccc21 (stereo unspecified),0
Cc1cc(C)n2nc(CCc3nc4nc(C)cc(C)n4n3)nc2n1,-1
CCOCC(=O)N1CCc2ccccc21,-9
COC(=O)c1c(NC(=O)CCc2ccc(C)o2)sc(C)c1C,-76
CCCN(CCC)CCNC(=O)CS(=O)Cc1nc(-c2ccc(C)cc2)oc1C (stereo unspecified),-2
CN(C)Cc1ccc(O)c(CCc2ccccc2)n1,-13
CCOC(=O)N1CCN(C(=O)Nc2ccccc2Cl)CC1,-12
CCOC(=O)C1=C(C)N=C2SC(C)C(=O)N2C1/C=C/c1ccccc1OC (stereo unspecified),13
Cc1ccc(S(=O)(=O)N2CCCC2C(=O)NC2CCCCC2)cc1 (stereo unspecified),-12
Cc1cc(C)n(S(=O)(=O)c2cc(C)c(C)cc2C)n1,-2
Cc1cccc(CCNC(=O)C2CCCN(S(=O)(=O)c3cccc4nsnc34)C2)c1 (stereo unspecified),-20
COC(=O)Cc1[nH]nc2c1C(C1C=CCCC1)C(C#N)=C(N)O2 (stereo unspecified),-2
COc1ccc(C)cc1NC(=O)c1ccoc1C,-16
O=C(CN1C2=NCCN2c2ccccc21)c1ccc2c(c1)OCO2,-20
COc1ccc(CCNC(=O)CCSc2nc(-c3ccco3)cc(C(F)(F)F)n2)cc1OC,-10
Cc1cccn2c(=O)c3cc(C(=O)NCc4ccco4)c(=N)n(CCOCCO)c3nc12,-8
O=C(O)C1CC(=O)N(c2ccc(OCc3ccccc3Cl)cc2)C1 (stereo unspecified),-8
Fc1ccc(-c2nnc(CSc3nnc(-c4ccc5c(c4)OCO5)o3)o2)cc1,-3
COC(=O)[C@@H](NC(=O)NC(C)CCc1ccccc1)C(C)C (stereo partly specified),-17
COc1cccc(C(=O)NC2CC3CCCC(C2)N3CC(=O)Nc2ccccc2)c1 (stereo unspecified),-12

# Next entries.
SMILES,GBA enhancer
CCCN=C(N)/C(C(=O)OCC)=C(\O)c1ccc(OC)cc1,-29
COc1ccc(OC)c(C2=NOC(C(=O)NCc3ccccn3)C2)c1 (stereo unspecified),-7
CCN1CCCC1CNC(=O)CCc1nc(-c2ccc(C)cc2)no1 (stereo unspecified),-28
COc1ccc(OC)c(S(=O)(=O)N2Cc3ccccc3CC2C(=O)Nc2nccs2)c1 (stereo unspecified),-5
CCc1ccc2[nH]c(=O)c(CN(CCO)C(=O)NCc3ccccc3)cc2c1,-5
COc1ccc(NC(=O)CN2CCN(CC(=O)Nc3ccc(OC)c(OC)c3)CC2)cc1,-46
O=C(CN1CCN(CCC(=O)Nc2ccccc2F)CC1)Nc1ccc(F)cc1,38
O=C(c1nc2nc(-c3ccc(Cl)cc3)cc(C(F)(F)F)n2n1)N1CCOCC1,-11
Cc1ccccc1N1C(=O)CC(N(O)c2ccccc2)C1=O (stereo unspecified),-6
COc1ccccc1N(CC(=O)Nc1ccccc1C(=O)NCC(C)C)S(C)(=O)=O,3
CCOc1nc(-c2ccccc2)ccc1-c1noc(-c2ccco2)n1,-7
COc1ccc(-n2cc(-c3ccccc3)c3c(N4CCN(CCO)CC4)ncnc32)cc1,-7
C#CC(CC)(CC)NC(=O)c1c(C)noc1C,-9
Cc1ccc(NC(=O)CSc2nnc(NC(=O)CN3CCOCC3)s2)cc1,-33
COc1ccc(C(=O)N2CC3(C)CC2CC(C)(C)C3)cc1 (stereo unspecified),-35
COc1ccc(N2C(=O)C(CC(=O)Nc3ccccc3)N(Cc3ccc4c(c3)OCO4)C2=O)cc1 (stereo unspecified),-22
Cn1c(=O)c2c(-c3ccccc3)n(Cc3ccccn3)cc2n(C)c1=O,-8
O=C(CSc1nc(O)cc(=O)[nH]1)N1CCCc2ccccc21,-18
CC(=O)N1CCCc2cc(S(=O)(=O)N3CCN(C4CCCCC4)CC3)ccc21,-24
Cc1nn(Cc2ccccc2Cl)c(C)c1C(=O)NC1=NCCS1,-16
CCOC(=O)c1sc2ncnc(OC)c2c1C,-57
COc1ccccc1N1CCN(C(=O)c2cc(-c3cccc(Cl)c3)on2)CC1,-14
Cc1cccc(Nc2nc(NCc3ccco3)nc(N3CCOCC3)n2)c1,35
Cc1ccccc1C(C(=O)NCc1ccco1)N(CC1CCCO1)C(=O)Cn1nnc2ccccc21 (stereo unspecified),11
CCOC(=O)c1c(C)c(C(=O)NCc2ccco2)c(C)n1Cc1ccccc1,3

# Next results follow:
SMILES,GBA enhancer
CC(C)OC(=O)CN1CCN(S(=O)(=O)c2cc(Cl)ccc2Cl)CC1,-12
Cc1cc(NC(=O)COc2nnc(-c3ccccc3)c3ccccc23)no1,0
O=C(NC1(C(=O)NC2CCCCC2)CCCCC1)c1ccc2c(c1)OCO2,-1
CCCCN(CCCNC(=O)c1c(C)cc(=O)oc1C)c1ccccc1,-43
Cc1c(CN2CCN(c3cccc(C(F)(F)F)c3)CC2)c(=O)n(-c2ccccc2)n1C,-7
Cc1ccc(C)n1-c1ccc(-c2nnc3n2CCCCC3)s1,-1
Cc1cccn2cc(-c3ccccc3)nc12,-32
Cc1nnc(SCC(=O)NC(C)(C)C)n1CCc1ccccc1,-7
O=C(CN1C(=O)NC2(CCCCC2)C1=O)Nc1ccc(S(=O)(=O)N2CCOCC2)cc1,-17
Cc1ccc(C(C)C)c(OCC(=O)OCc2c(C)noc2C)c1,-8
c1ccc(-n2ncc3c(NCc4cccnc4)ncnc32)cc1,-7
CCC(C)(C(=O)NC1CCCC1)N(Cc1cccs1)C(=O)Cc1cccs1 (stereo unspecified),14
CCOC(=O)c1ccc(NC(=O)CSc2nnc(CNC(=O)c3ccccc3F)o2)cc1,-4
O=C(Nc1ccc2nsnc2c1)c1cccs1,3
Cc1ccc(S(=O)(=O)NCC(=O)N(CC(=O)NC2CCCC2)c2ccc3c(c2)OCCO3)cc1,-4
Cc1cc(Cl)c(S(=O)(=O)Nc2ccc3c(c2)OCO3)cc1OCC(N)=O,-19
CCc1ccc(NC(=O)Cn2c(SC)nc3ccccc32)cc1,82*
CCOc1ccccc1-n1c(SCC(=O)N2CCCC2)nnc1-c1ccoc1C,1
COC(=O)c1cc(OC)c(OC)cc1NC(=O)c1ccoc1C,-7
Cc1cc(C(=O)CSc2nnc(-c3ccccc3)n2C)c(C)n1C,-25
Cc1nc(SCC(=O)N2CCN(c3ccccc3)CC2)c2c(=O)n(C)c(=O)n(C)c2n1,-12
Cc1ccc(NC(=O)COC(=O)Cn2c(C)csc2=O)cc1C,-10
O=C(O)c1csc(Br)c1Br,-8
CCSc1nnc(NC(=O)c2ccc3c(c2)OCO3)s1,1
CC(Oc1ccccc1)C(=O)Nc1ccc(S(=O)(=O)NCC2CCCO2)cc1 (stereo unspecified),-14

# Further results
SMILES,GBA enhancer
COc1cc(S(=O)(=O)N2CCN(C)CC2)ccc1Cl,-12
CCOC(=O)c1c(NC(=O)OC)sc(C(=O)N(CC)CC)c1C,-19
CCOC(=O)NC(Nc1nnc(SCC)s1)(C(F)(F)F)C(F)(F)F,-2
CC1CCN(c2nncc3ccccc23)CC1,-16
CCN(CC)S(=O)(=O)c1cc(C(=O)Oc2ccccc2OC)ccc1OC,-10
COc1ccc(NC(=O)C2C(=O)NC3(C)CC2c2ccccc2O3)cc1 (stereo unspecified),-23
COc1ccc(NC2CCN(C3CC(=O)N(c4ccc(F)c(Cl)c4)C3=O)CC2)cc1 (stereo unspecified),8
CCOC(=O)c1c(NC(=O)c2ccc(Br)o2)sc(C)c1CC,-2
O=C(NCCCN1CCOCC1)c1c(F)cccc1F,-22
Cc1cc(OCC(=O)NCCN2CCOCC2)ccc1Br,-15
CCOC(=O)C1C(=O)CC(C)(O)C(C(=O)OCC)C1c1ccc(C)s1 (stereo unspecified),-9
CS(=O)(=O)N(CCc1ccccc1)CC(=O)N1CCN(c2ccccc2)CC1,-16
COc1cc(OC)c(C(=O)Nc2ccc(N(C)C)cc2)cc1OC,6
CSc1ccc(Cl)c(C(=O)OCC(=O)N2CC(C)OC(C)C2)c1 (stereo unspecified),-7
CC(=O)c1sc(NC(=O)C=C(C)C)nc1C,-28
O=C(CSc1nnc(-c2ccccn2)n1-c1ccccc1)Nc1ccc2c(c1)OCO2,-45
COc1cc(-c2noc(CCC(=O)Nc3cccnc3)n2)cc(OC)c1OC,-14
O=C(CC1SC(N2CCCCC2)=NC1=O)Nc1cccc(C(=O)O)c1 (stereo unspecified),-4
CCOc1cccc2cc(C(=O)N3CCN(C/C=C/c4ccccc4)CC3)c(=O)oc12,-8
CC12CCC(=O)N1c1ccccc1C(=O)N2c1ccccc1 (stereo unspecified),2
N#CN=C1SCCS1,-61
CCOc1ccccc1N(CC(=O)Nc1ccccc1C(=O)NCc1ccco1)S(C)(=O)=O,-3
O=C(Cn1nnc(-c2ccccc2)n1)Nc1ccccc1N1CCOCC1,-10
CC(C)c1nc2ccccc2c2nnc(SCC(=O)NCc3ccco3)n12,-13
Nc1cc(C(=O)OCC(=O)NCC2CCCO2)ccc1Cl (stereo unspecified),7

# Not a retest: an excerpt of the list.
SMILES,GBA enhancer
Cc1nc(SCC(=O)N2CCN(c3ccccc3)CC2)c2c(=O)n(C)c(=O)n(C)c2n1,-12
Cc1ccc(NC(=O)COC(=O)Cn2c(C)csc2=O)cc1C,-10
O=C(O)c1csc(Br)c1Br,-8
CCSc1nnc(NC(=O)c2ccc3c(c2)OCO3)s1,1
CC(Oc1ccccc1)C(=O)Nc1ccc(S(=O)(=O)NCC2CCCO2)cc1 (stereo unspecified),-14
COc1cc(S(=O)(=O)N2CCN(C)CC2)ccc1Cl,-12
CCOC(=O)c1c(NC(=O)OC)sc(C(=O)N(CC)CC)c1C,-19
CCOC(=O)NC(Nc1nnc(SCC)s1)(C(F)(F)F)C(F)(F)F,-2
CC1CCN(c2nncc3ccccc23)CC1,-16
CCN(CC)S(=O)(=O)c1cc(C(=O)Oc2ccccc2OC)ccc1OC,-10
COc1ccc(NC(=O)C2C(=O)NC3(C)CC2c2ccccc2O3)cc1 (stereo unspecified),-23
COc1ccc(NC2CCN(C3CC(=O)N(c4ccc(F)c(Cl)c4)C3=O)CC2)cc1 (stereo unspecified),8
CCOC(=O)c1c(NC(=O)c2ccc(Br)o2)sc(C)c1CC,-2
O=C(NCCCN1CCOCC1)c1c(F)cccc1F,-22
Cc1cc(OCC(=O)NCCN2CCOCC2)ccc1Br,-15
CCOC(=O)C1C(=O)CC(C)(O)C(C(=O)OCC)C1c1ccc(C)s1 (stereo unspecified),-9
CS(=O)(=O)N(CCc1ccccc1)CC(=O)N1CCN(c2ccccc2)CC1,-16
COc1cc(OC)c(C(=O)Nc2ccc(N(C)C)cc2)cc1OC,6
CSc1ccc(Cl)c(C(=O)OCC(=O)N2CC(C)OC(C)C2)c1 (stereo unspecified),-7
CC(=O)c1sc(NC(=O)C=C(C)C)nc1C,-28
O=C(CSc1nnc(-c2ccccn2)n1-c1ccccc1)Nc1ccc2c(c1)OCO2,-45
COc1cc(-c2noc(CCC(=O)Nc3cccnc3)n2)cc(OC)c1OC,-14
O=C(CC1SC(N2CCCCC2)=NC1=O)Nc1cccc(C(=O)O)c1 (stereo unspecified),-4
CCOc1cccc2cc(C(=O)N3CCN(C/C=C/c4ccccc4)CC3)c(=O)oc12,-8
CC12CCC(=O)N1c1ccccc1C(=O)N2c1ccccc1 (stereo unspecified),2
N#CN=C1SCCS1,-61
CCOc1ccccc1N(CC(=O)Nc1ccccc1C(=O)NCc1ccco1)S(C)(=O)=O,-3

# (continued)
SMILES,GBA enhancer
COc1ccc(S(=O)(=O)NCc2ccccc2Cl)cc1OC,-4
Cc1cc(N2C(=O)CCC2=O)n(-c2ccccc2)n1,-4
CN(C)S(=O)(=O)N1CCN(S(=O)(=O)c2ccccc2)CC1,-29
CCc1ccccc1OCc1nnc(N)s1,-7
Cc1ccc(CC(=O)NCC(C)C)cc1,-4
CCOC(=O)c1c(C)oc2c1c(C=NC1CCS(=O)(=O)C1)c(O)c1ccccc12 (stereo unspecified),-9
CCCn1nnc(NC(=O)c2sc3ccccc3c2Cl)n1,-4
CCC1(C(=O)OC)NC(c2cccc(F)c2)C2C(=O)N(C)C(=O)C21 (stereo unspecified),-8
CCS(=O)(=O)N1CCC(C(=O)NCCc2ccccc2)CC1,0
CCOC(=O)C1CCN(C(=O)c2cc3cc4cc(OC)ccc4nc3o2)CC1,-10
CCOC(=O)N1CCN(C(=O)c2ccc(Cl)c(S(=O)(=O)Nc3ccccc3)c2)CC1,-10
CCCc1nnc(SCC(=O)N2CCCC(C)C2)n1CCCOC (stereo unspecified),4
COc1cccc(CNC(=O)CCS(=O)(=O)c2cccc3nsnc23)c1,-1
O=C(COn1nnc2ccccc21)NCC1CCCCC1,-4
CCCN(CCC)CCCNC(=O)c1cn(CCOC)c(=O)c2c1c1ccccc1n2C,-3
O=C(CCn1cccc1)NCc1ccccc1,-6
CCCCCNC(=O)CCCCn1c(=O)[nH]c2cc(OCC)c(OCC)cc2c1=O,-7
CCCOc1ccc(C2C(C(=O)c3ccco3)=C(O)C(=O)N2CCCn2ccnc2)cc1 (stereo unspecified),8
Cc1ccccc1NS(=O)(=O)c1ccc(NC(=O)c2ccco2)cc1,-12
COc1cc(NC(=O)CN2C(=O)NC(C)(CCC(C)C)C2=O)cc(OC)c1 (stereo unspecified),-7
Cc1ccc(-c2csc3ncn(-n4c(C)ccc4C)c(=O)c23)o1,1
Cc1sc2c(=O)n3c(nc2c1C(=O)NCCCN1CCOCC1)CCCCC3,1
CC(C(=O)O)c1ccc(-c2ccccc2)c(F)c1 (stereo unspecified),-8
CCC(=O)Nc1cc2c(cc1C(C)=O)OCCO2,-25
CSc1nnnn1-c1ccc(C(=O)OCC(=O)N2CCOCC2)cc1,-7
CCc1noc2c1/C(=N\O)CC(c1ccccc1)C2 (stereo unspecified),-3
C=CCn1c(N)c(S(=O)(=O)c2cccs2)c2nc3ccccc3nc21,-14
O=c1c2c(nc3nc(CCc4ccccc4)[nH]n13)CCC2,1

# A portion of the library (hit frequency here may not be typical).
